Compound activity deposited in PubChem by several laboratories.
TNAP activators – human TNAP enzyme activators, primary screen, biochemical, luminescent, no phosphate acceptor, uHTS (AID 1001); purified TNAP, luminescent activation assay, no phosphate acceptor; higher activation fold means a stronger effect; Alkaline phosphatase, tissue-nonspecific isozyme (Homo sapiens); activation fold at 20 µM; hits with a dose series show EC50 in µM; 200,000 tested, 0.03% active; in the data active = activation fold from about 3, or a potency from the dose series; inactive = the rest, 99 in 100 with activation fold below about 1.6; also: many of its hits are not listed in these tables
NOD2 inhibition – NOD2 signaling inhibitors, cell-based, luminescence, uHTS, HEK293 (AID 1566); HEK293 NOD2/NF-kB luciferase reporter, luminescence; higher % means a stronger effect; inhibition, % at 4 µM; hits with a dose series show EC50 in µM; 290,000 tested, 0.63% active; also: many of its hits are not listed in these tables
GPR55 beta-arrestin – GPR55 agonists via beta-arrestin recruitment, primary screen, imaging, U2OS cells, beta-arrestin-GFP redistribution (AID 1961). activation, % at 10 µM, or EC50 in µM where a hit was titrated. G-protein coupled receptor 55 (Homo sapiens). 290,000 tested, 0.048% active. U2OS GPR55 beta-arrestin-GFP redistribution imaging; higher % means a stronger effect;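 active = activation above 40% with more than 50 cells counted in the well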;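 also: U2OS osteosarcoma cells stably expressing GPR55 and beta-arrestin-GFP; plate controls were DMSO negative control for no effect and LPI positive control for full effect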
NTR1 agonist – agonists of NTR1, primary screen, imaging, U2OS cells, beta-arrestin-GFP, high content (AID 493036); Neurotensin receptor type 1 (Homo sapiens), P30989; NTR1-U2OS beta-arrestin-GFP spot imaging, agonist mode; activation, % at 20 µM; 330,000 tested, 0.17% active;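 active = activation at or above 40% of the spot to cytoplasm intensity ratio, with at least 20 cells analyzed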;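 also: 0% = DMSO without peptide and 100% = 100 nM NTR1 peptide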
Target sequence (P30989 whole entry, looked up): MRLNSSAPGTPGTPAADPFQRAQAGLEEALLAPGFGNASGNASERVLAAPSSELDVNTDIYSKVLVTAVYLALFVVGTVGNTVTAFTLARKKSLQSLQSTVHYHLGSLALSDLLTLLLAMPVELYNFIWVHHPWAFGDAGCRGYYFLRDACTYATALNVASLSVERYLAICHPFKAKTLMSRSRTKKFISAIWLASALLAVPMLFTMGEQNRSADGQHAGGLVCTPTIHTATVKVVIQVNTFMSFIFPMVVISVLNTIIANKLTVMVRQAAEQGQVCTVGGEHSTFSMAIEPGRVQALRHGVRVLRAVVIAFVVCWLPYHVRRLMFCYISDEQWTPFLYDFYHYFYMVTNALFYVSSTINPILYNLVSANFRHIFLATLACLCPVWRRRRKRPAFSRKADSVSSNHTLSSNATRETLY
KOR beta-arrestin-1 – KOR agonists, beta-arrestin recruitment, primary screen, cell-based, luminescence, uHTS (AID 1777) | one-dose activation, % at 10 µM; EC50 in µM for titrated hits | 280,000 tested, 0.02% active | KOR beta-arrestin recruitment, luminescence; higher % means a stronger effect; in the data active = activation above about 50%, passing the limit was not always enough; also: a part of the inactive calls stands beside numbers as strong as those of hits
ER stress rescue – rescue of cells from ER stress-induced death, primary screen, 384-well, CSM14.1, thapsigargin, ATP luminescence (AID 1222); 190,000 tested, under 10 active; cellular ATP content (survival), % at 20 µM; hits with a dose series show EC50 in µM; CSM14.1 thapsigargin-induced death rescue, ATP luminescence; higher % means a stronger effect;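 active = EC50 below 50 µM in the dose-response confirmation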;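 also: death triggered by thapsigargin at about 15 µM added after 2 h compound pretreatment; cell ATP read after overnight thapsigargin exposure of roughly 18 to 22 hours; normalized against plate controls of thapsigargin alone and 5% DMSO vehicle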
Yfh1-off respiration – enhancers of respiration in Yfh1-depleted yeast, dose response, Friedreich's ataxia, plus single-dose screen (AID 1465). one-dose fold induction at 50 µM; EC50 in µM for titrated hits. S. cerevisiae Yfh1-off respiration, WST-1 reduction, 72 h; higher fold induction means a stronger effect. 220,000 tested, 0.074% active;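 active = fold induction of absorbance versus untreated yeast above a set limit, then at least 30% activation at any dose in follow-up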;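 also: activators that raise dye reduction in frataxin-depleted yeast; strong numbers were not always called active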
KOR beta-arrestin-2 – KOR antagonists, beta-arrestin recruitment, cell-based, luminescence, uHTS (AID 1778); KOR beta-arrestin recruitment, luminescence, antagonist mode; higher % means a stronger effect; inhibition, % at 10 µM; hits with a dose series show IC50 in µM; 290,000 tested, 0.091% active; also: strong numbers were not always called active
NOD1 inhibition – NOD1 signaling inhibitors, primary screen, cell-based, luminescence, uHTS (AID 1578); NOD1-driven NF-kB luciferase reporter cells, luminescence; higher % means a stronger effect; inhibition, % at 4 µM; hits with a dose series show EC50 in µM; 290,000 tested, 1% active; in the data active = inhibition mostly above about 36%, no sharp cut-off; inactive = mostly below about 34%;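 also: HEK-293T reporter cells stimulated with the NOD1 agonist gamma-tri-DAP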
NTR1 agonist cell count 20 µM – second read-out of NTR1 agonist, no call of its own (marks repeat the call); cell count; measured here: cell count, cytotoxicity flag
* hit, by the source's call; i = inactive; . = not tested or not shown; [ ] = remark or other dose. Rule as the data show it, unless noted: active = inhibition above about 50%; inactive = the rest. Some of the compounds tested. The share of hits here may be higher or lower than overall.

SMILES | TNAP activators | NOD2 inhibition | GPR55 beta-arrestin | NTR1 agonist | NTR1 agonist cell count 20 µM | KOR beta-arrestin-1 | ER stress rescue | Yfh1-off respiration | KOR beta-arrestin-2 | NOD1 inhibition
COc1ccccc1C1NC(=O)NC(C)=C1C(=O)OC1CCC(C)CC1 (stereo not drawn) | . | -4% | -0.1% | 2.5 | 72 | -4.6% | . | . | 20% | -30%
CC(=O)c1ccc(NC(=O)CN2CCOCC2)cc1 | . | 18% | -0.1% | -0.8 | 71 | -4.2% | . | . | 25%[20 µM] | -17%
COc1ccccc1CN1CC(C(=O)NCc2cccc(Cl)c2)CCC1=O (stereo not drawn) | . | 36% | -0.1% | -0.2 | 59 | 1.9% | . | . | -12% | 20%
CN(C)C(CNC(=O)c1ccc(S(=O)(=O)Nc2ccccc2F)cc1)c1ccccc1 (stereo not drawn) | . | 11% | 0.0% | -0.5 | 59 | -3.4% | . | . | 20% | -25%
O=C(O)C1CCCN(S(=O)(=O)c2ccc(Cl)s2)C1 (stereo not drawn) | 1.2 | 3% | -0.3% | 0.5 | 49 | -3.4% | -2.4% | i | -8% | -20%
CC1Sc2ccc(S(=O)(=O)CCC(=O)NCc3ccc(Cl)cc3)cc2NC1=O (stereo not drawn) | . | 18% | -0.4% | 2.6 | 45 | 8.4% | . | . | -24% | -13%
COc1ccc(C2c3ccc(O)cc3Oc3ncn4nc(-c5ccccn5)nc4c32)cc1 (stereo not drawn) | . | 24% | -0.1% | 8.2 | 56 | 3.7% | . | i | . | 7%
CCCCOC(=O)c1ccc(NC(=O)COC(=O)CN2C(=O)NC3(CCCC3)C2=O)cc1 | . | 6% | -0.1% | 0.9 | 54 | 5.6% | . | . | -14% | -42%
O=C(N/N=C/c1ccccc1)c1ccc(-c2ccccc2)cc1 | . | -18% | -0.3% | 1.0 | 46 | 0.3% | . | . | -47%[20 µM] | -17%
Cc1cccc(NC(=O)CSc2nnc(NC(=O)C3CCC3)s2)c1 | . | 8% | -0.4% | 1.9 | 44 | 0.6% | . | . | 4% | -22%
CCOC(=O)C1=C(CN2CCOCC2)NC(=O)NC1c1cc(C)ccc1C (stereo not drawn) | 1.1 | -1% | -0.1% | 0.3 | 52 | -5.1% | . | i | 21% | -18%
CCOc1ccc(NC(=O)Cn2cc(C(=O)C3CC3)c3ccccc32)cc1 | . | -4% | -0.1% | 1.0 | 57 | -2.9% | . | . | -27% | -35%
CCCCN(C)CCNC(=O)c1cc2cc3ccc(OC)cc3nc2o1 | . | -14% | 0.0% | 1.4 | 80 | 0.6% | . | . | -1% | -14%
Cc1cc2nc(C)n(CCCN)c2cc1C | 0.9 | 13% | -0.1% | -0.9 | 68 | 6.0% | -0.2% | i | 0% | -32%
COc1ccc(C2=NOC(C(=O)N3CCN(c4ccccc4OC)CC3)C2)cc1 (stereo not drawn) | 1.1 | 9% | 0.3% | 4.6 | 66 | 2.5% | 0.7% | i | -18% | 2%
COc1cc(/C=N/NC(=O)CSc2cc(C)c(Br)cc2C)ccc1O | 1.1 | 25% | 0.0% | 7.8 | 83 | -2.0% | -2.0% | i | -29% | 1%
COc1ccccc1NC(=O)/C=C/c1cc([N+](=O)[O-])ccc1OC(F)F | . | 13% | 0.0% | 3.6 | 46 | 2.5% | . | i | -2% | -5%
COc1cc(OC)c(NC(=O)CCc2nc(-c3ccc(C)cc3)no2)cc1Cl | 1 | -18% | -0.3% | 5.0 | 69 | -8.8% | -0.7% | i | -36% | -6%
COc1ccc(S(=O)(=O)Nc2cccnc2)c(Cl)c1Cl | 1 | 4% | 0.0% | -0.8 | 59 | -4.4% | -0.3% | i | -10%[20 µM] | -13%
O=C(O)c1cccc(-c2ccc(/C=c3/sc4nc5ccccc5n4c3=O)o2)c1 | . | 3% | -0.1% | -0.6 | 69 | 3.4% | . | i | -15% | -5%

5 structures already listed, sorted by SMILES length, high to low:
SMILES | TNAP activators | NOD2 inhibition | GPR55 beta-arrestin | NTR1 agonist | NTR1 agonist cell count 20 µM | KOR beta-arrestin-1 | ER stress rescue | Yfh1-off respiration | KOR beta-arrestin-2 | NOD1 inhibition
O=C(O)c1cccc(-c2ccc(/C=c3/sc4nc5ccccc5n4c3=O)o2)c1 | . | 3% | -0.1% | -0.6 | 69 | 3.4% | . | i | -15% | -5%
COc1ccccc1NC(=O)/C=C/c1cc([N+](=O)[O-])ccc1OC(F)F | . | 13% | 0.0% | 3.6 | 46 | 2.5% | . | i | -2% | -5%
COc1ccc(C2=NOC(C(=O)N3CCN(c4ccccc4OC)CC3)C2)cc1 (stereo not drawn) | 1.1 | 9% | 0.3% | 4.6 | 66 | 2.5% | 0.7% | i | -18% | 2%
COc1cc(/C=N/NC(=O)CSc2cc(C)c(Br)cc2C)ccc1O | 1.1 | 25% | 0.0% | 7.8 | 83 | -2.0% | -2.0% | i | -29% | 1%
COc1ccc(S(=O)(=O)Nc2cccnc2)c(Cl)c1Cl | 1 | 4% | 0.0% | -0.8 | 59 | -4.4% | -0.3% | i | -10%[20 µM] | -13%

(more compounds)
SMILES | TNAP activators | NOD2 inhibition | GPR55 beta-arrestin | NTR1 agonist | NTR1 agonist cell count 20 µM | KOR beta-arrestin-1 | ER stress rescue | Yfh1-off respiration | KOR beta-arrestin-2 | NOD1 inhibition
O=C(Nc1cccc2ccccc12)c1cccc(F)c1 | . | 2% | -0.2% | -1.0 | 45 | -1.6% | . | . | -19% | 0%
COC(=O)c1cc(OC)c(OC)cc1NCC(=O)Nc1ccc(C)cc1 | 1.1 | 10% | 0.2% | -0.6 | 57 | -0.1% | -1.5% | i | -3% | -9%
CC1CC(NC(=O)/C(C#N)=C/c2ccc[nH]2)CC(C)(C)C1 (stereo not drawn) | . | 17% | 0.2% | 0.6 | 42 | -4.0% | . | i | 28% | -3%
CCN1CCN(Cc2ccc(NC(=O)Nc3ccccc3Cl)cc2)CC1 | 1.1 | -88% | -0.1% | 0.6 | 50 | -2.8% | . | i | 16% | -21%
COc1ccc(C(=O)N=c2nc3ccccn3s2)cc1 | 1.1 | -204% | -0.2% | 0.1 | 55 | -6.2% | -4.2% | i | 16% | -9%
CCN(CC)C(=O)Cn1cc(C(=O)C(=O)N(CC)C2CCCCC2)c2ccccc21 | . | -3% | -0.1% | 0.4 | 61 | 7.2% | . | . | -31% | -5%
Cc1ccc(-c2[nH]c3ccccc3c2C(C[N+](=O)[O-])c2ccco2)cc1 (stereo not drawn) | 1.1 | -14% | -0.1% | 4.9 | 37 | 8.3% | -0.2% | i | -31% | 35%
COCCNC(=O)c1ccc2c(c1)C(=O)c1ccccc1-2 | . | -3% | 0.0% | 0.8 | 77 | 33% | . | . | 54% | -3%
C=CCn1c(CCNC(=O)c2cccs2)nnc1SCC(=O)c1ccc(Br)cc1 | 1.2 | -4% | -0.2% | 1.9 | 68 | 8.0% | 2.0% | i | 21% | -13%
COc1ccccc1C(=O)Nc1nnc(C)s1 | 1.1 | -21% | 0.0% | 2.6 | 40 | -2.4% | 0.3% | i | 9% | -39%
CCC1(c2ccc(F)cc2)NC(=O)N(CC(=O)c2ccc[nH]2)C1=O (stereo not drawn) | 1.1 | 15% | -0.2% | -0.4 | 59 | 1.1% | . | i | 14% | .
Cc1ccc(C(=O)Nc2ccc(S(=O)(=O)N3CCc4ccccc43)cc2)o1 | 1.1 | 1% | -0.2% | 1.2 | 78 | 1.4% | 10% | i | 28% | -7%
O=C(CSCc1nc2ccccc2[nH]1)Nc1ccc2ccccc2c1 | 1.2 | 5% | -0.3% | 0.0 | 82 | 1.2% | -2.8% | i | -24% | -31%
CC(=O)c1c(C)[nH]c(C(=O)OCc2ccc(F)cc2Cl)c1C | 1.1 | 21% | 0.5% | 6.7 | 63 | 2.6% | . | i | -66% | 14%
O=C(CN1CCN(Cc2ccccc2)CC1)N/N=C/c1cccs1 | . | -19% | 0.2% | 0.4 | 47 | -3.1% | . | i | -2% | -2%
CCOC(=O)C(C)(C)n1nnc(-c2ccc([N+](=O)[O-])cc2)n1 | 1.1 | -10% | 0.0% | -0.8 | 96 | . | -2.4% | i | -30%[20 µM] | 10%
Cc1ccc2c(c1)C(c1ccccc1)N(C(=O)CC(C)C)CC(=O)N2 (stereo not drawn) | . | 16% | -0.1% | 0.6 | 93 | 6.9% | . | . | -15% | 10%
CCOc1cc(NC(=S)Nc2cccc(OC)c2)c(OCC)cc1NC(=O)C1CC1 | 1.1 | 25% | 0.3% | 2.8 | 81 | 3.6% | 2.4% | i | 4% | 16%
O=C(OCC(=O)N1CCN(C(=O)c2ccco2)CC1)c1ccccc1Cc1ccccc1 | 1.1 | -5% | -0.2% | 0.5 | 59 | -0.4% | 6.3% | i | 32% | 7%
COc1ccccc1N1CCN(C(=O)CN(C)S(=O)(=O)c2cc(C)ccc2OC)CC1 | 1 | 15% | 0.2% | 1.8 | 59 | 3.4% | -0.3% | i | 4% | -24%
Cc1ccc(C(=O)NCCC(=O)N2CCOCC2)cc1 | . | -29% | 0.3% | -1.3 | 52 | 4.0% | . | . | -35% | -33%
Cc1ccc(C)c(NC(=S)NCCc2c[nH]c3ccccc23)c1 | . | -11% | -0.1% | 0.2 | 54 | -1.9% | . | i | 3% | -3%
Cc1ccc(-c2c(C(=O)O)c(C(=O)O)c3n2CCC3)cc1 | 1.1 | 8% | -0.5% | 1.5 | 90 | -5.5% | -0.3% | . | 12% | -22%
O=C(CN(c1cccc([N+](=O)[O-])c1)S(=O)(=O)c1ccccc1)N1CCCCC1 | . | -10% | -0.1% | 0.0 | 61 | -5.0% | . | . | -2% | -12%
O=C(CSc1nnc2ccccn12)Nc1ccc2c(c1)OCO2 | 1.2 | 1% | 0.1% | 0.7 | 42 | -11% | 2.1% | i | 4% | -27%
COc1ccc(C2C(C(C)=O)=C(C)Nc3ncnn32)c(OC)c1OC (stereo not drawn) | . | 3% | -0.1% | -0.5 | 91 | -24% | . | . | -18% | -15%
Cc1ccc(SC(C)c2nc(-c3cccnc3)no2)cc1 (stereo not drawn) | 1.1 | 8% | -0.1% | -0.3 | 36 | 4.0% | . | i | -40% | 6%
CC1C/C(=N\NC(=O)CCc2ccc(S(=O)(=O)N3CCOCC3)cc2)CC(C)(C)C1 (stereo not drawn) | 1.1 | 19% | 0.3% | -0.7 | 38 | -6.8% | -1.2% | i | 0% | -8%
O=c1[nH]c(=O)c2cc([N+](=O)[O-])cc([N+](=O)[O-])c2[nH]1 | 1 | -3% | -0.4% | 2.6 | 49 | 5.1% | -0.3% | i | -18% | -7%
Cc1oc(-c2ccccc2F)nc1CS(=O)(=O)CC(=O)NC1CCCC1 | 1 | 8% | -0.2% | -2.4 | 69 | -3.8% | . | i | 18% | -34%
Cc1nc2sccn2c1-c1nc(-c2cc3ccccc3o2)cs1 | 0.8 | 5% | -0.3% | 4.2 | 50 | 1.7% | 1.9% | . | 8% | 10%
